Rac1 mut GTP – alters GTP binding to activated mutant human Rac1; P63000; GST-Rac1 activated beads, fluorescent GTP binding, flow cytometry; actives lie on both sides; 100% means binding = to untreated wells; percent activity (GTP binding), % at 10 µM; 190,000 tested, 0.11% active; AID 764;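 active = GTP binding at least 20 percentage points away from the 100% baseline, in either direction, so actives lie on both sides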
Cdc42 wt – human Cdc42 wildtype GTP binding change, either direction. P60953. GST-Cdc42 beads, Bodipy-GTP binding, flow cytometry; actives lie on both sides. percent activity (GTP binding), % at 10 µM. 190,000 tested, 0.2% active. AID 761;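 active = percent activity GTP binding at least 20 points away from the 100% baseline, either down as inhibitor or up as activator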;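 note: median bead fluorescence of bound Bodipy-FL-GTP at 100 nM; 0% = excess unlabeled GTP control and 100% = no compound control; below 100% means less GTP binding so inhibitor and above means activator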
Bcl-B Bim block – human Bim-Bcl-B interaction inhibition. inhibition, % at 10 µM. bead-based flow cytometry, Bim peptide-Bcl-B binding. AID 951. 190,000 tested, 0.073% active;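 note: 0% = tracer peptide without compound and 100% = reference inhibitor peptide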
Target sequence (Q9HD36 whole entry, looked up): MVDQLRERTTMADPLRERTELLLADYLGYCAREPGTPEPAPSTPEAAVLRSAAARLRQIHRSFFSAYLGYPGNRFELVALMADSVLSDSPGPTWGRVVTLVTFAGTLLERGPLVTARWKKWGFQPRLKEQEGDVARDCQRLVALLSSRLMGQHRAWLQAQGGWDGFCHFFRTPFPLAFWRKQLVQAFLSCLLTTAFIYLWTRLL
HRas wt GTP – changes GTP binding to wildtype human HRas; P01112; GST-Ras wt beads, Bodipy-FL-GTP binding, flow cytometry; actives lie on both sides; GTP binding activity, % at 10 µM; 190,000 tested, 0.14% active;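 active = GTP binding activity at least 20% away from the 100% baseline, either lowered as inhibitor or raised as activator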;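 note: 0% = unlabeled GTP competition control and 100% = no-compound control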
Target sequence (P01112 whole entry, looked up): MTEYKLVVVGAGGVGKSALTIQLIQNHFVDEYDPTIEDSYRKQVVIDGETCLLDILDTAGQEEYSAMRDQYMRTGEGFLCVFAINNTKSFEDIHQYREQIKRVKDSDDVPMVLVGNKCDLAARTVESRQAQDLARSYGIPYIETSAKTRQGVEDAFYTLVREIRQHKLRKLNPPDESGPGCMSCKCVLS
Rab7 wt GTP bind – dog Rab7 wildtype GTP binding, inhibitors and activators | GST-Rab7 beads, fluorescent GTP binding, flow cytometry; actives lie on both sides; untreated = 100%, excess cold GTP = 0% | GTP binding activity (percent of control), % at 10 µM | 190,000 tested, 0.055% active;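 active = fluorescent GTP binding to Rab7 beads changed by at least 20 points from the 100% baseline, either direction, mostly lower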;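 note: median green fluorescence of bound Bodipy-FL-GTP per Rab7 bead population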
Bim-Bfl-1 – disrupts Bim binding to human Bfl-1; Bead-based flow cytometry, Bim-Bfl-1 binding inhibition; inhibition, % at 10 µM; 190,000 tested, 0.12% active; AID 1008;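 note: 0% = wells without compound plus tracer and 100% = blocker peptide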
Rac1 wt GTP bind – human Rac1 wildtype GTP binding, inhibitors and activators; 190,000 tested, 0.27% active; GST-Rac1 beads, fluorescent GTP binding, flow cytometry; actives lie on both sides; 0 = cold GTP competed, 100 = untreated; P63000; GTP binding activity (% of control), % at 10 µM;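 active = GTP binding activity at least 20 points away from the 100% control level, either lower or higher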
Bcl-2 Bim block – disrupts Bim peptide binding to human Bcl-2; P10415; Bead-based flow cytometry, Bim peptide-Bcl-2 binding; inhibition, % at 10 µM; 190,000 tested, 0.06% active; in the data active = inhibition above about 40%;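 note: 0% = no compound wells with probe peptide and 100% = reference peptide inhibitor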
Target sequence (P10415 whole entry, looked up): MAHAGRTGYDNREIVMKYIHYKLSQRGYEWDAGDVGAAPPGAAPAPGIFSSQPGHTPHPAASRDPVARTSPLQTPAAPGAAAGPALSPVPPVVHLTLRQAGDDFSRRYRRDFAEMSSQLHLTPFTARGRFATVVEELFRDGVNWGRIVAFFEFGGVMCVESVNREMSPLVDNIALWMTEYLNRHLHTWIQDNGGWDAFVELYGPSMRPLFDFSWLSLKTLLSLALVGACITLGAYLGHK
Rab2 wt GTP – changes GTP binding to wildtype dog Rab2A, up or down; P61105; GST-Rab2 wt beads, Bodipy-GTP binding, flow cytometry; GTP binding activity, % at 10 µM; 190,000 tested, 0.19% active;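 active = GTP binding activity at least 20 points away from 100%, either lowered or raised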;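 note: 0% = beads with excess unlabeled GTP and 100% = no-compound control corrected for plate trend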
Bcl-XL Bim block – human Bim-Bcl-XL interaction inhibition; Q07817; Bim peptide-Bcl-XL binding, bead flow cytometry, fluorescence; inhibition, % at 10 µM; 190,000 tested, 0.04% active; AID 1007
Target sequence (Q07817 whole entry, looked up): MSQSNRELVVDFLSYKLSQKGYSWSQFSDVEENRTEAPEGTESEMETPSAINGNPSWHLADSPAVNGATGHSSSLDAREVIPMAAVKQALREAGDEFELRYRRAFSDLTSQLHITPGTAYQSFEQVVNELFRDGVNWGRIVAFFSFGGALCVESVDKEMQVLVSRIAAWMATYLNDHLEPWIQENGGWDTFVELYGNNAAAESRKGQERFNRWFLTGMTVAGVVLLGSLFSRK
Bim-Bcl-W – disrupts Bim peptide binding to human Bcl-W; Q92843; bead-based flow cytometry; inhibition, % at 10 µM; 190,000 tested, 0.02% active; AID 952;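 note: 0% = bound tracer without compound and 100% = peptide blocker; higher means less fluorescent Bim peptide bound to Bcl-W beads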
* = called active by the depositor. Cut-off read from the data, not from the text of the source, unless noted: active = inhibition above about 40%.

nr | SMILES | Rac1 mut GTP | Cdc42 wt | Bcl-B Bim block | HRas wt GTP | Rab7 wt GTP bind | Bim-Bfl-1 | Rac1 wt GTP bind | Bcl-2 Bim block | Rab2 wt GTP | Bcl-XL Bim block | Bim-Bcl-W
1 | Cc1ccoc1C(=O)NCc1occc1C(=O)O | 101 | 105 | -6 | 101 | 102 | -14 | 105 | -14 | 103 | -5 | 0
2 | O=C(CNC(=O)OCc1ccccc1)NCC(=O)N1CCCC1C(=O)OCc1ccccc1 (stereo not given) | 100 | 105 | 0 | 104 | 103 | -2 | 103 | -2 | 105 | 2 | -1
3 | COCc1nnc(NC(=O)c2ccc(S(=O)(=O)N3CCCc4ccccc43)cc2)o1 | 91 | 92 | -1 | 95 | 101 | -4 | 93 | -6 | 97 | 0 | -5
4 | Cc1ccc(NC(=O)COC(=O)CCc2nc3ccccc3c(=O)[nH]2)c(Br)c1 | 94 | 95 | -7 | 95 | 95 | -3 | 95 | 0 | 96 | -1 | -2
5 | Cn1c(C(=O)N2CCCC(C(=O)N3CCN(C(=O)c4ccco4)CC3)C2)cc2sccc21 (stereo not given) | 102 | 105 | -4 | 101 | 102 | -6 | 105 | -9 | 101 | -2 | 1
6 | c1ccc(N2CCCCC2)c(NC2=NCCC2)c1 | 103 | 101 | -3 | 100 | 96 | -11 | 104 | -3 | 99 | -1 | 2
7 | NS(=O)(=O)c1ccc(CNC(=O)NC23CC4CC(CC(C4)C2)C3)cc1 | 100 | 99 | -5 | 99 | 95 | -14 | 99 | -2 | 97 | -6 | -1
8 | CCOP(=O)(OCC)c1nc(-c2ccc(Cl)cc2)oc1NCc1ccccc1 | 98 | 100 | -4 | 99 | 105 | -7 | 102 | -2 | 101 | -1 | 0
9 | O=C1C2C3C=CC([C@@H]2C(=O)N1C1CCCCC1)[C@H]1C(=O)N(C2CCCCC2)C(=O)C31 (stereo not given in full) | 100 | 99 | -2 | 98 | 98 | -3 | 103 | -3 | 99 | -2 | -2
10 | CC(C)(C)[C@@H]1C=C(C(=O)Nc2ccccc2)O[C@H](OCc2ccc(CO)cc2)C1 | 96 | 94 | 1 | 96 | 99 | 0 | 94 | -5 | 96 | 0 | -2
11 | Cc1sc2nc(C3CC3)nc(NCCNS(C)(=O)=O)c2c1C | 94 | 95 | -7 | 99 | 96 | -12 | 92 | -4 | 96 | -17 | 2
12 | O=C(O)CSCC(=O)Nc1ccc(C2CCCCC2)cc1 | 103 | 104 | -7 | 99 | 99 | -7 | 105 | -4 | 101 | -1 | 4
13 | CC1(C)CC(CC(=O)O)C(=O)O1 (stereo not given) | 99 | 102 | -7 | 101 | 98 | -9 | 108 | -5 | 100 | -1 | 3
14 | O=C(CN(C1CCCCC1)S(=O)(=O)c1ccc(F)cc1)NC1CC1 | 94 | 100 | -2 | 99 | 99 | 1 | 96 | 0 | 98 | 4 | 0
15 | NC(=O)CS(=O)(=O)c1nc2ccccc2n1Cc1ccccc1F | 99 | 102 | -8 | 103 | 100 | -8 | 105 | -10 | 100 | -8 | 2
16 | COC(=O)c1cccc(NC(=O)CN2CCN(Cc3ccccc3)CC2)c1 | 101 | 101 | -8 | 100 | 103 | -11 | 104 | -3 | 101 | 0 | 5
17 | CCc1ccccc1Nc1nc2ccccc2n1C | 98 | 100 | -5 | 100 | 104 | -5 | 101 | -2 | 99 | 1 | -2
18 | O=C(CSc1nnc(-c2ccccc2)o1)c1nnc(-c2ccccc2)o1 | 90 | 92 | -6 | 95 | 96 | -4 | 93 | 0 | 91 | -3 | 2
19 | CN(C)CCCN(Cc1ccccc1)C(=S)NCc1ccccc1 | 97 | 96 | -6 | 98 | 107 | -1 | 99 | -3 | 98 | -3 | -1
20 | O=C(Nc1ccc(OC(F)F)c(Cl)c1)c1ccccn1 | 96 | 95 | -1 | 98 | 99 | 3 | 95 | 3 | 96 | 3 | 8
21 | COc1cccc(CNC(=S)Nc2cc(C)cc(C)c2)c1 | 94 | 101 | -5 | 103 | 111 | -5 | 102 | -1 | 104 | -4 | -4
22 | C=CCNc1nc(C2(C)CC3(CC(C)OC3=O)C(=O)O2)cs1 (stereo not given) | 100 | 104 | -13 | 101 | 103 | -21 | 107 | -9 | 102 | -11 | -4
23 | Cc1ccc(CNC(=O)CCCCCNc2nc(=S)[nH]c3ccccc23)cc1 | 92 | 90 | 0 | 92 | 97 | 0 | 87 | -3 | 92 | 0 | -2
24 | CCN(CC)c1ccc(C(=O)N2CCN(Cc3ccccc3)CC2)cc1 | 102 | 100 | -8 | 100 | 101 | -2 | 104 | -3 | 98 | -7 | -5
25 | O=C(CCc1ccccc1)NNC(=O)c1ccc(Br)cc1 | 102 | 106 | -2 | 103 | 106 | -4 | 108 | -1 | 104 | -2 | 0
26 | CN(C(=O)CSc1nc(-c2ccccc2)cn1N)C(c1ccccc1)c1ccccc1 | 94 | 98 | -8 | 98 | 97 | 0 | 96 | -3 | 96 | -7 | 3
27 | COc1ccc2c(c1OC)C(=O)N(c1ccccn1)C2 | 95 | 98 | 0 | 97 | 94 | -5 | 93 | -1 | 95 | 0 | -1
28 | Cc1nn(CC(=O)Nc2ccc3c(c2)nc2n3CCN(C3CCCCC3)C2)c(=O)c2ccccc12 | 93 | 93 | 1 | 96 | 100 | 1 | 97 | 1 | 97 | -1 | 2
29 | COc1cc(C2N(c3ccccn3)C(=O)C3CCCN32)cc(OC)c1OC (stereo not given) | 101 | 101 | -10 | 104 | 101 | -26 | 103 | -8 | 103 | -7 | -4
30 | CCOC(=O)CSc1nnc(NC(=O)c2cccc([N+](=O)[O-])c2C)s1 | 99 | 101 | 14 | 97 | 100 | 10 | 97 | 5 | 99 | 16 | 13

Continued; the last 2 above are carried over.
nr | SMILES | Rac1 mut GTP | Cdc42 wt | Bcl-B Bim block | HRas wt GTP | Rab7 wt GTP bind | Bim-Bfl-1 | Rac1 wt GTP bind | Bcl-2 Bim block | Rab2 wt GTP | Bcl-XL Bim block | Bim-Bcl-W
29 | COc1cc(C2N(c3ccccn3)C(=O)C3CCCN32)cc(OC)c1OC (stereo not given) | 101 | 101 | -10 | 104 | 101 | -26 | 103 | -8 | 103 | -7 | -4
30 | CCOC(=O)CSc1nnc(NC(=O)c2cccc([N+](=O)[O-])c2C)s1 | 99 | 101 | 14 | 97 | 100 | 10 | 97 | 5 | 99 | 16 | 13
31 | COc1ccc([N+](=O)[O-])cc1C1NN=C(c2ccccc2O)S1 (stereo not given) | 92 | 95 | -15 | 95 | 95 | 6 | 93 | 2 | 92 | 0 | 2
32 | O=C(Cc1c(O)c2ccccc2[nH]c1=O)NC1CCCCCCC1 | 93 | 94 | 2 | 95 | 97 | 0 | 92 | 0 | 93 | -3 | -2
33 | O=C1c2cccnc2C(Nc2ccccc2)N1Cc1ccco1 (stereo not given) | 96 | 100 | -3 | 99 | 102 | -1 | 103 | -3 | 99 | -2 | -3
34 | Cc1ccc(S(=O)(=O)NCCN=C(CN2CCCC2)NS(=O)(=O)c2ccc(C)cc2)cc1 | 103 | 98 | 11 | 101 | 103 | 20 | 106 | 16 | 100 | 17 | 9
35 | COc1ccc(Nc2sc(C(=O)Nc3cccc(Cl)c3)c(N)c2C(=O)Nc2ccccc2OC)cc1 | 98 | 100 | 13 | 99 | 102 | 11 | 102 | 2 | 100 | 15 | 14
36 | CC(=O)c1cn(CC(=O)Nc2ccccc2C)c2ccccc12 | 99 | 100 | 1 | 102 | 100 | -2 | 100 | -4 | 100 | 0 | -2
37 | COc1ccc2oc(=O)c(-c3csc(Nc4cccc(O)c4)n3)cc2c1 | 101 | 98 | -11 | 102 | 104 | 3 | 106 | -4 | 97 | -8 | -1
38 | O=C(CC(c1ccccc1)c1ccccc1O)N1CCCC1 (stereo not given) | 100 | 100 | -7 | 100 | 101 | -10 | 106 | -7 | 101 | -4 | 1
39 | COc1ccc(NC(=O)c2cc(-c3cc(C)cc(C)c3O)n[nH]2)cc1Cl | 97 | 99 | -9 | 100 | 98 | -15 | 99 | -10 | 98 | -6 | -4
40 | CCN1CCCC1CNS(=O)(=O)c1cccc(C(F)(F)F)c1 (stereo not given) | 95 | 94 | -6 | 96 | 103 | -6 | 95 | -6 | 97 | -2 | -2
41 | COc1cc(=O)n(C)c2cc(N(C)C)ccc12 | 102 | 105 | -2 | 102 | 101 | -1 | 103 | -2 | 104 | -2 | -1
42 | CC1CCCC(C)N1C(=C(Cl)Cl)C(=C1SCCS1)[N+](=O)[O-] (stereo not given) | 95 | 99 | -6 | 96 | 96 | -1 | 101 | 2 | 101 | -4 | -4
43 | O=C(/C=C/c1ccc(F)cc1)NC(=S)N1CCOCC1 | 100 | 98 | -9 | 98 | 95 | -2 | 103 | -5 | 98 | -5 | -4
44 | Cc1cc(O)c(NC(=O)c2ccco2)cc1C | 99 | 101 | -6 | 103 | 103 | -17 | 104 | -6 | 101 | -6 | -1
45 | C[C@@H](NC(=O)c1nc[nH]c1C(=O)N[C@@H](Cc1ccccc1)C(=O)OC(C)(C)C)c1ccccc1 | 97 | 96 | -3 | 97 | 93 | -4 | 101 | -1 | 95 | 0 | 0
46 | O=C(CCc1ccc(CCC(=O)c2cccs2)s1)c1cccs1 | 92 | 94 | -3 | 97 | 96 | -9 | 98 | -5 | 94 | -5 | 4
47 | CCOC(=O)/C(C#N)=C/c1cc2ccc(C)cc2nc1Cl | 97 | 101 | -4 | 102 | 101 | 4 | 103 | 0 | 99 | -6 | -1
48 | Cc1ccc(S(=O)(=O)N2CCOCC2)cc1NC(=O)COC(=O)c1ccccc1OCc1c(C)noc1C | 103 | 102 | -1 | 101 | 93 | 0 | 100 | 1 | 101 | -1 | 0
49 | COc1ccc(-c2nnnn2-c2ccc(F)cc2F)cc1 | 96 | 102 | -2 | 103 | 108 | -2 | 105 | 0 | 101 | 0 | 0
50 | Cc1cc(C(=O)N/N=C/c2ccccc2[N+](=O)[O-])c(C)o1 | 94 | 96 | 1 | 95 | 94 | 2 | 97 | -1 | 95 | 2 | -1
51 | CSc1nc2c(c(=O)n1-c1ccccc1)SCC2 | 100 | 109 | -6 | 105 | 105 | -9 | 112 | -3 | 99 | -1 | 5
52 | O=C(Nc1ccccc1)c1ccc(CN2CCc3ccccc3C2)cc1 | 95 | 99 | -3 | 102 | 107 | -3 | 102 | 0 | 103 | -2 | -1
53 | COc1ccccc1N(CC(=O)N1CCCCCC1)S(C)(=O)=O | 98 | 100 | -2 | 99 | 98 | -2 | 101 | 0 | 98 | -2 | 15
54 | CS(=O)(=O)N(CC(=O)N1CCN(Cc2ccc3c(c2)OCO3)CC1)c1ccc2c(c1)OCO2 | 102 | 103 | -13 | 101 | 98 | -23 | 106 | -12 | 101 | -14 | -3
55 | CCC1(C)Cc2sc3c(=O)[nH]c(=S)[nH]c3c2CO1 (stereo not given) | 97 | 98 | -16 | 99 | 105 | -1 | 102 | -2 | 101 | -9 | -5
56 | O=C(O)CCNC(=O)c1cncc(Br)c1 | 106 | 106 | 2 | 104 | 100 | 1 | 111 | 1 | 103 | -2 | -3
57 | COc1ccc(/C(N)=N/OC(=O)CSc2ccccc2)cc1 | 96 | 96 | -9 | 99 | 101 | -11 | 100 | -10 | 99 | 0 | 4
58 | O=C(COc1ccc(Cl)cc1)OCC(=O)N1CCCc2ccccc21 | 95 | 102 | -8 | 99 | 98 | -11 | 100 | -10 | 98 | -7 | -3
